High-throughput results (PubChem)
HT1080NT lethal – kills 2HG-producing HT-1080-NT fibrosarcoma cells | AID 686970 | HT-1080-NT fibrosarcoma viability, CellTiter-Glo ATP luminescence, 48 h | 360,000 compounds, 1.6% hits | Potency, µM (top dose mostly 46.1 µM), for the others: at the highest dose activity, negative = less viability, most hits filed as cytotoxic;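 further: NT is the 2HG producing partner of a matched IDH1 knockdown line; potency means the concentration at half of the fitted maximal effect; 0% = DMSO-treated cells and -100% = media-only wells without cells; nearly all actives have a fitted effect of over 55% in size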
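Compounds were tested in concentration-response format on HT-1080-NT cells for 48 hours at 37 degrees C. Cell viability came from CellTiter-Glo luminescence; curves were classified by r2, response magnitude and activity.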
IL1B secr inh – blocks inflammasome-driven IL-1 beta release; 360,000 compounds, 4.7% hits; THP-1 LPS/ATP IL-1B secretion, AlphaLISA, 16 h; active compounds read low; AID 743279; activity change, % at 57.5 µM; in the data active means activity change below about -50%; inconclusive means mostly about -30% to -49%; further: on the % scale 0 is the no-effect control and ±100 the full control effect
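THP-1 cells pretreated 1 hr with compounds (up to 57.5 uM final), then stimulated with LPS (250 ng/mL final) plus ATP (1.25 mM final); secreted IL-1B measured by AlphaLISA after 16 hr, decreased signal indicating inhibition.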
KB-3-1 tox – KB-3-1 parental cell cytotoxicity; KB-3-1 viability, CellTiter-Glo ATP luminescence, 72 h; Potency, µM (titrated, usually from 46.1 µM), inactives show at the top dose activity change, negative = cytotoxic, hits mostly cytotoxic; 400,000 compounds, 1.4% hits; AID 1347075; further: potency means the concentration at half of the fitted maximal effect; on the % scale 0 is the no-effect control and ±100 the full control effect; nearly all actives have a fitted effect of over 60% in size
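Cells are dispensed, compounds pinned in, plates held at 37 °C for 72 h, then CellTiter-Glo is added and luminescence read after 10 minutes. Cell line: parental KB-3-1 in phenol-red-free DMEM, 10% FBS.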
D3 antag – D3 dopamine receptor (human) antagonism; P35462; D3R cells, DiscoveRx beta-arrestin luminescence, antagonist mode; active compounds read low; max response, negative = inhibition, %; 360,000 compounds, 2.5% hits; in the data active means max response below about -50%; inconclusive means no clear call, values can overlap the other calls; further: on the % scale 0 is the no-effect control and ±100 the full control effect; mostly tested at two doses, the higher about 12 µM
Target sequence (P35462 whole entry, looked up): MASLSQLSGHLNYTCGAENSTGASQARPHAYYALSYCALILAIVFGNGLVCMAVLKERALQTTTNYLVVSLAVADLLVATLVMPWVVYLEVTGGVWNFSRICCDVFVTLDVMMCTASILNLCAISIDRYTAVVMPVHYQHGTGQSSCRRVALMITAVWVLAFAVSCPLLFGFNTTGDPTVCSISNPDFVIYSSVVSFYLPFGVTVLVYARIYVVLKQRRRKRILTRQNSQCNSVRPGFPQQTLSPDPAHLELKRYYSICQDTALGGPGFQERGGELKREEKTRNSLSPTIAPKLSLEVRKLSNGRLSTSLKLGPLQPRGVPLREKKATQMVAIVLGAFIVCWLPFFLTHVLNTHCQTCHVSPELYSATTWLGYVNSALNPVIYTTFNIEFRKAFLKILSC
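Cells expressing the human receptor were seeded at 1500 cells/well, incubated overnight at 37 degrees C in 5% CO2, then exposed to library compounds with dopamine controls for 90 minutes at 37 degrees C before luminescent detection.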
GLP-1R agonist – activates the human GLP-1 receptor; P43220; 380,000 compounds, 0.007% hits; Potency, µM (top dose mostly 45.6 µM), for inactives: top-dose activation, actives largely listed as activators; HEK293 GLP-1R CRE-luciferase, luminescence, 4-6 h; cells express a hypersensitive GLP-1R form; further: potency means the concentration at half of the fitted maximal effect; % of control where 0% means no effect
Target sequence (P43220 whole entry, looked up): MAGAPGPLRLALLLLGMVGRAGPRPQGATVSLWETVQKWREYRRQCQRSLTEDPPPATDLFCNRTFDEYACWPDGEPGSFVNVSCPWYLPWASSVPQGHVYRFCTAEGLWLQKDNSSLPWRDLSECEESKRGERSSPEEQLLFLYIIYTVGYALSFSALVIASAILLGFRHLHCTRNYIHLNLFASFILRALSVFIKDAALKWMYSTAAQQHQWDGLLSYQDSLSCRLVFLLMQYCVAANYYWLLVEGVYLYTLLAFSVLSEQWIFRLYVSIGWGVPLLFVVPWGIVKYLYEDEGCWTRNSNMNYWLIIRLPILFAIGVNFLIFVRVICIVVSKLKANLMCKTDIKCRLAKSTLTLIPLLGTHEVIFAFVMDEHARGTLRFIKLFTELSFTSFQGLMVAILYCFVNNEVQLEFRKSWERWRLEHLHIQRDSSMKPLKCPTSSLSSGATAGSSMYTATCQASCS
KB-V1 MDR tox – KB-V1 MDR subline cytotoxicity. KB-V1 MDR cells viability, CellTiter-Glo, 72 h. Potency, µM (top dose mostly 46.1 µM), without a hit: at the highest dose activity change, negative = cytotoxicity, hits mostly cytotoxic. 400,000 compounds, 3.4% hits; further: potency means the concentration at half of the fitted maximal effect; on the % scale 0 is the no-effect control and ±100 the full control effect; nearly all actives have a fitted effect of over 60% in size
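Drug-selected KB-V1 cells, grown in DMEM lacking phenol red with 10% FBS, receive compound titrations; after three days at 37 degrees C, surviving cell ATP is quantified by CellTiter-Glo luminescence and responses normalized and curve-fitted.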
DRD3 agonist – agonists of human D3 dopamine receptor; P35462; D3R DiscoveRx beta-arrestin cells, luminescence, 90 min; max activation, %; 410,000 compounds, 0.58% hits; in the data active means max activation above about 30%; further: 0% is about no effect; mostly tested at two doses, the higher about 12 µM
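Cells at 1500/well, incubated overnight, then treated with pinned compounds (dopamine as control) for 90 min at 37 degrees C. DiscoveRx reagent added for 30 - 60 minutes at room temperature; luminescence read.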
HT1080 IDH1KD tx – toxicity to HT-1080 IDH1 knockdown cells (counter line); HT-1080 IDH1 knockdown viability, ATP luminescence, 48 h; Potency, µM (series often up to 46.1 µM), inactives show at the top dose activity, negative = toxicity, usual class: cytotoxic; 360,000 compounds, 2% hits;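 further: potency means the concentration at half of the fitted maximal effect; 0% = DMSO wells and -100% = cell-free medium wells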
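Viability of IDH1-knockdown HT-1080 fibrosarcoma cells was assessed by CellTiter-Glo after 48 h at 37 °C with titrated compound; concentration-effect curves were classified by fit quality and response size.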
SW480 rereplic – DNA re-replication induction in SW480 cells; SW480 DNA re-replication, Hoechst DNA content imaging, 48 h; Potency, µM (titrated, usually from 46.1 µM), for inactives: top-dose re-replication activation, usual class: activators; 340,000 compounds, 1.8% hits; AID 624297; further: potency means the concentration at half of the fitted maximal effect; % of control where 0% means no effect; nearly all actives have a fitted effect of over 55% in size
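Compounds, transferred as 23 nL by pin tool, were incubated with cells for 48 hr; DNA content per nucleus was then quantified by Hoechst staining and fluorescence plate imaging.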
An asterisk follows results filed as active; ? = inconclusive; / = not tested or not shown; & = joins results of further samples; [ ] = dose if it differs, or a comment. Unless noted, the call rests on the fitted dose curve; in most records, active means well fitted curve in the direction sought with a large enough effect; inconclusive means small, poorly fitted or top-dose-only effect, or another doubt; inactive means no such curve, though single readings can be large; an effect the other way counts as inactive or inconclusive.

SMILES | HT1080NT lethal | IL1B secr inh | KB-3-1 tox | D3 antag | GLP-1R agonist | KB-V1 MDR tox | DRD3 agonist | HT1080 IDH1KD tx | SW480 rereplic
N#Cc1ccc(NC(=S)NC(=O)CCc2ccc(S(=O)(=O)N3CCOCC3)cc2)cc1 | 22% | 23 | 5% | -28 | 9% | ? | -3 | -12% | -20%
CCOC(=O)c1ccc(N2C(=O)c3n[nH]c(-c4cccs4)c3C2c2ccc(C)cc2)cc1 (configuration not stated) | / | / | -1% | / | -2% | 0% | 2 | / | /
Cc1ccc(N(CC(=O)NC2CCCCC2)S(=O)(=O)c2c(C)nn(C)c2C)cc1 | 14% | 4 | 11% | -10 | -1% | -17% | 4 | 27% | 1%
FC(F)(F)c1ccccc1NC(=S)NN1CCOCC1 | 4% | -10 | -6% | 33 | -8% | 0% | -3 | 4% | -25%
O=C1CC/C=C\C[C@@H](CC(=O)N(CCO)Cc2ccccc2)C(=O)N[C@H](Cc2c[nH]c3ccccc23)CO1 | ? | 2 | 4% | -22 | -5% | 15% | -4 | 10% | -2%
CCOc1cc(/C=N/Nc2nc(N3CCCCC3)nc(N3CCCCC3)n2)ccc1OC(=O)c1ccco1 | -1% | 35 | -1% | -3 | -4% | 6% | -3 | -4% | 138%
O=C(NC(Sc1ccc(Cl)cc1)C(=O)O)c1ccccc1 (configuration not stated) | -3% | -2 | -18% | 13 | -1% | 1% | 2 | -15% | /
CCC(C)NC(=O)c1ccc(N2CC3CC(C2)c2cccc(=O)n2C3)c(NC(=O)c2c(F)cccc2F)c1 (configuration not stated) | 1% | -16 | -1% | 38 | 11% | 20% | -3 | 0% | /
Cc1ccc(SCC(=O)Nc2nnc(-c3ccco3)o2)cc1 | -3% | 13 | 1% | 7 | 0% | -8% | 4 | -9% | -5%
Cc1ccc(SCCNC(=O)/C=C/c2ccc(Cl)cc2)cc1 | -4% | -13 | 15% | 0 | 5% | -8% | 1 | -1% | 0%
CCCCNC(=O)NS(=O)(=O)c1ccc(C(=O)OC)o1 | 12% | 8 | 18% | -21 | 5% | 0% | 0 | 16% | -1%
COc1ccc(OC)c(C(=O)NC(CC(N)=O)c2ccc(N3CCN(c4ccc(F)cc4)CC3)c([N+](=O)[O-])c2)c1 (configuration not stated) | -4% | -3 | 10% | 0 | 2% | 7% | -2 | -6% | -3%
CC(C)(C)SCCNC(=O)CN(c1ccccc1)S(=O)(=O)c1ccc(F)cc1 | -3% | 8 | 6% | 3 | 1% | -9% | -6 | 18% | 1%
CN(C)CCCNCC(=O)Nc1ccccc1N1CCOCC1 | -1% | 4 | 8% | 4 | 0% | 13% | 5 | 7% | 0%
COc1cccc(CC(=O)OCC(=O)NC(=O)c2ccc(OC(F)F)cc2)c1 | 7% | 2 | 22% | -7 | -10% | 0% | -9 | 13% | -4%
CN(CCc1ccccn1)S(=O)(=O)c1ccccc1F | 18% | 6 | -5% | -24 | 16% | ? | 2 | 10% | -6%
Cc1ccc(S(=O)(=O)N2CCC(C(=O)OCC(=O)NCc3ccco3)CC2)cc1C | -1% | 17 | -3% | -2 | 2% | 3% | -4 | -2% | ?
CC(Sc1nnc2c(n1)C1(C)CCC2C1(C)C)C(=O)Nc1ccccc1 (configuration not stated) | 7% | 39 | 6% | 0 | 4% | -19% | 2 | 2% | 2%
NC(N)=NCc1cccc(I)c1 | -26% | 0 | -10% | 0 | 1%&0%&16% | -16% | 0&-8&-9 | ? | -9%&1%
COc1ccc(C(=O)NC2CC(C)(C)Cc3c2cnn3-c2ccccc2)cc1OC (configuration not stated) | -7% | -11 | 1% | 11 | 5% | 0% | 6 | -9% | -10%
COc1ccccc1NC(=O)C(=N\O)/C(C)=N/O | 16% | 15 | 9% | 5 | -8% | 6% | 3 | 25% | -29%
C=CCn1c(O)c(/C=C2\C=NN=C2c2ccccc2)sc1=S | -7% | -59* | -4% | 0 | 24% | -12% | -26 | -15% | 10%
O=C(COC(=O)CNC(=O)c1ccc(Cl)c([N+](=O)[O-])c1)NC(=O)CN1CCCC1=O | 10% | 3 | 8% | 0 | -13% | 0% | 8 | 13% | -8%
COc1ccc(-c2oc(NC(C)=O)c(C#N)c2-c2ccc(OC)cc2)cc1 | 2% | -9 | ? | ? | -1% | ? | 0 | -23% | 13%
COc1ccc(C(=O)C(=O)N2CCN(c3ccccc3F)CC2)cc1 | 18% | -15 | -17% | 15 | / | ? | -2 | 3% | /
Cc1c(NS(=O)(=O)c2cccc(C(=O)N3CCCC3)c2)c(=O)n(-c2ccccc2)n1C | 9% | 14 | ? | 19 | -12% | 5% | 4 | 7% | -3%
O=[N+]([O-])c1cc2c(cc1/C=N/n1c(-c3ccccc3)n[nH]c1=S)OCO2 | 17% | 58 | 6% | ? | -3% | -3% | -5 | 19% | -6%
COc1cccc(NC(=O)CSc2nnc(Cn3cnc([N+](=O)[O-])n3)n2C)c1 | 19% | 23 | 3% | -11 | 0% | 7% | -6 | 13% | -3%
COc1ccc(-c2ncc3ccccn23)cc1 | 14% | -18 | 8% | 23 | 15% | 0% | -7 | 12% | -2%
O=C(CNC(=O)c1ccco1)N=Nc1c(O)[nH]c2ccc([N+](=O)[O-])cc12 | -2% | -1 | -5% | 0 | 8% | 9% | -13 | -5% | 7%
C[C@H](CO)N1C[C@H](C)[C@@H](CN(C)S(=O)(=O)c2ccc(F)cc2)Oc2ccc(NC(=O)c3ccncc3)cc2C1=O | -2% | 4 | -6% | 8 | -6% | 4% | -20 | -3% | -4%
Cc1cc2nc(N3CCN(C(=O)c4cccs4)CC3)sc2cc1C | 18% | 10 | 3% | 6 | 12% | ? | 17 | 9% | -12%
CCc1ccc(NC2=NCC(c3ccccc3)S2)cc1 (configuration not stated) | ? | -6 | 13% | 10 | 24% | ? | 11 | ? | -11%
C#CCn1c(=O)cc(C)c2ccccc21 | 3% | 62 | 4% | -1 | 4% | -5% | -2 | 8% | -3%
CCCCn1c(SCC(=O)N2CCOCC2)nc2ccccc2c1=O | -3% | -1 | -6% | 14 | 10% | -15% | 1 | -21% | -18%
Cc1ccc(Oc2ncccc2COC(=O)Nc2ccccc2C)cc1 | 1% | -28 | 1% | 13 | 20% | ? | 4 | 0% | 0%
Cc1ccc2nc(N3CCN(C=O)CC3)nc(-c3ccccc3)c2c1 | -2% | -24 | 14% | -19 | ? | -14% | 2 | 0% | 12%
S=C(Nc1ccc(Oc2ccccc2)cc1)N(CCCN1CCOCC1)Cc1ccccn1 | -11% | ? | 10% | -13 | 6% | -30% | -8 | -16% | -2%
Cn1c(NN)nc2c1c(=O)n(Cc1ccccc1)c(=O)n2C | -5% | ? | 5% | -19 | 1% | -14% | 1 | -3% | -25%
Cc1ccc(N=Cc2sccc2C)cc1C | 7% | 0 | 1% | 10 | -10% | -3% | 1 | 7% | 1%
Cc1ccc(N2C(=O)C(CN3CCCC3)C2c2ccccc2)cc1 (configuration not stated) | -19% | ? | -10% | -26 | 6% | ? | -10 | -22% | 2%
C/C=C/c1cccc(-c2nc(C(=O)N3CCOCC3)cc3c2[C@H](CCO)N(C(=O)NC(C)C)C3)c1 | 11% | -19 | 17% | -26 | 3% | -7% | -12 | 24% | /
CCc1cc(=O)[nH]c(SCC(=O)NCC2CCCO2)n1 (configuration not stated) | -10% | 6 | -7% | -13 | 5% | 11% | -3 | 2% | -468%[inhibitor]
COc1ccc(-n2c(COc3cccc4ccccc34)nnc2SC(C)C(=O)O)cc1 (configuration not stated) | -1% | 7 | -9% | -20 | 4% | 24% | -4 | -8% | ?
O=C(CCCn1c(=O)c2ccccc2n(CC(=O)Nc2ccc(F)cc2F)c1=O)NCc1ccccc1Cl | / | / | 0% | / | 0% | 4% | -15 | / | /
Cc1c(NC(=O)C2(c3ccccc3)CCCC2)c(=O)n(-c2ccccc2)n1C | 16% | 4 | 15% | 3 | -10% | 18% | 0 | 7% | -3%
COc1ccc(C(c2nnnn2C2CCCC2)N2CCC(C)CC2)cc1 (configuration not stated) | -10% | -17 | ? | 6 | 2% | ? | -5 | -7% | 7%
O=C1NC(C2CC3C=CC2C3)Nc2ccccc21 (configuration not stated) | 0% | 28 | 15% | -16 | 1% | 2% | -1 | 3% | /

Single records, as listed above. Values in the order: HT1080NT lethal	IL1B secr inh	KB-3-1 tox	D3 antag	GLP-1R agonist	KB-V1 MDR tox	DRD3 agonist	HT1080 IDH1KD tx	SW480 rereplic
O=C(CCCn1c(=O)c2ccccc2n(CC(=O)Nc2ccc(F)cc2F)c1=O)NCc1ccccc1Cl is listed with /	/	0%	/	0%	4%	-15	/	/
Cc1ccc(N2C(=O)C(CN3CCCC3)C2c2ccccc2)cc1 (configuration not stated) is listed with -19%	?	-10%	-26	6%	?	-10	-22%	2%
COc1ccc(C(c2nnnn2C2CCCC2)N2CCC(C)CC2)cc1 (configuration not stated) is listed with -10%	-17	?	6	2%	?	-5	-7%	7%

(list continues)
SMILES | HT1080NT lethal | IL1B secr inh | KB-3-1 tox | D3 antag | GLP-1R agonist | KB-V1 MDR tox | DRD3 agonist | HT1080 IDH1KD tx | SW480 rereplic
COC(=O)c1cc(S(=O)(=O)NCc2ccccc2OC)cn1C | -8% | 17 | -14% | 17 | -1% | 6% | 6 | -6% | 0%
OC(c1ccc(F)cc1)(C1CCCCC1)C(CN1CCOCC1)c1ccccc1 (configuration not stated) | 7% | 9 | -1% | 11 | -7% | -25% | -3 | 0% | -35%[inhibitor]
CCOC(=O)c1cnc(SCc2ccc(C)cc2)nc1N | 15% | -12 | 2% | 5 | 11% | 7% | 0 | 3% | -2%
COc1ccccc1NC(=O)/C=C\c1ccco1 | 10% | 20 | 1% | -1 | -2% | 6% | 1 | 3% | -1%
O=C(O)C/C=C(\NC(=O)OCc1ccccc1)C(=O)OCc1ccccc1 | 3% | 0 | 4% | -2 | 12% | -6% | -1 | 3% | 0%
Cc1nnc(NC(=O)c2cc(S(=O)(=O)N(C)C)ccc2N2CCCC2)s1 | -10% | -1 | -4% | -4 | -1% | 1% | -7 | 3% | -5%
